Source: PubChem
LDHA inh: LDHA (human) enzyme inhibition | P00338 | hit rate 0.15% among 480,000 | AID 1347041 | purified LDHA, NADH/diaphorase-resazurin fluorescence; hits give low values | activity change, % (values are at about 110 or 230 µM); in the data active = activity change below about -30%; inconclusive = mostly about -25% to -30%;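 also: plate controls were DMSO wells for no effect and wells without enzyme for full effect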
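Remaining NADH was detected by diaphorase (0.133 mg/mL) converting 37 µM resazurin to fluorescent resorufin, read at 0 and 20 minutes. The preceding 5-minute room-temperature reaction used 2 nM LDHA, 0.2 mM sodium pyruvate and 0.06 mM NADH at pH 7.4.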
D1 ag: human D1 receptor agonism; AID 504660; hit rate 1% among 360,000; HEK293 T-REx D1 cells, calcium flux, agonist mode; P21728; activation, % at 2 µM; in the data active = activation above about 30%; also: 0% is about no effect
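Tetracycline-induced HEK293 TREx D1 cells, force-coupled to calcium signalling, were dye-loaded with a no-wash calcium kit. Compound was pin-added after a 10 s baseline. Fluorescence was read kinetically at 1 cycle/s for 180 s, with calcium rises flagged as agonism.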
Vif-APOBEC3G blk: Vif-A3G binding inhibition; Q9HC16; HeLa A3G-eYFP + Vif (tagged APOBEC3G with the HIV-1 protein that degrades it), YFP fluorescence, overnight; hit rate 0.076% among 410,000; Potency, µM (series often up to 46.1 µM), for the others: top-dose activity, negative = active, most hits filed as inhibitors;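 also: potency is read from the fitted curve at half-maximal effect; % is scaled to controls: 0 for no effect and ±100 for the full control effect; nearly all actives have a fitted effect of over 60% in size; hits raise eYFP signal because A3G escapes Vif-driven loss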
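HeLa cells stably expressing Vif and C-terminally eYFP-tagged A3G, seeded overnight at 37 deg C, then exposed to compound by pintool overnight at 37 deg C. Rise in yellow fluorescence (Ex 488/Em 500-530, Acumen) marks blocked Vif-driven A3G degradation.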
D1 antagonist: blocks dopamine activation of the human D1 receptor; P21728; HEK293 TREx D1 cells, calcium flux, dopamine EC80; hits give low values; activity change, negative = inhibition, % at 10 µM; hit rate 3.2% among 360,000; in the data active = activity change below about -30%; also: % is scaled to controls: 0 for no effect and ±100 for the full control effect
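Tetracycline-induced HEK293 Trex D1 cells, force-coupled to calcium, dye-loaded; compounds added and read 180 s, then EC80 dopamine added and calcium flux tracked kinetically another 180 s.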
RXFP1 ag: RXFP1 (human) receptor agonism | Q9HBX9 | HEK293T-RXFP1 cAMP TR-FRET, 30 min; response scale: percent of porcine relaxin response, buffer zero | Potency, µM (highest dose often 57.5 µM), for inactives: at the top dose activation, actives largely listed as activators | hit rate 0.3% among 370,000 | AID 2676; also: potency is read from the fitted curve at half-maximal effect; % is scaled to controls: 0 for no effect and ±100 for the full control effect; nearly all actives have a fitted effect of over 60% in size; many of its hits are not listed in these tables
Target sequence (Q9HBX9 whole entry, looked up): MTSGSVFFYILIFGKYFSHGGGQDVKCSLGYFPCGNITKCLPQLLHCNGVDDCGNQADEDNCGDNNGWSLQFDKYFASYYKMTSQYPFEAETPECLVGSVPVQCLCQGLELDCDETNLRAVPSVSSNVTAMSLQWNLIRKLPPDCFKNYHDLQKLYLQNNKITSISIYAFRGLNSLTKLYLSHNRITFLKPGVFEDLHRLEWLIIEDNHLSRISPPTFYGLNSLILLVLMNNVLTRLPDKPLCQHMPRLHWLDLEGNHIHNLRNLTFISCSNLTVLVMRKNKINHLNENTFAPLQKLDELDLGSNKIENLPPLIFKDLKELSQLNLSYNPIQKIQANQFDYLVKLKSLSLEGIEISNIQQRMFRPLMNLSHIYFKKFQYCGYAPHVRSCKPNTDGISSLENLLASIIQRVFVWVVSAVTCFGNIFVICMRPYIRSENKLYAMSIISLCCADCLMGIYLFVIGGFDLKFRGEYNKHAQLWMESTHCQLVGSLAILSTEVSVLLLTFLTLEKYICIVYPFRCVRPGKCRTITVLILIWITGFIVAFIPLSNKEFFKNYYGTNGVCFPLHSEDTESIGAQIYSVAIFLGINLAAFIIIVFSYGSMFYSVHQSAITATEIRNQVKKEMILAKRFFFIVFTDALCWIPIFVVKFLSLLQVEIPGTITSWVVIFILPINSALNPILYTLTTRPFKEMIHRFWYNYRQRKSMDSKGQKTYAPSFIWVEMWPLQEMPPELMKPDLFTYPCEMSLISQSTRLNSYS
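cAMP rise read by TR-FRET after 30 min, 37C compound exposure (up to 58 uM) in RXFP1-transfected HEK293 cells with Ro 20174 present. EC50 from Hill-equation fits, with 29 nM porcine relaxin as 100% and buffer as basal.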
D1 potentiator: enhances dopamine response at the human D1 receptor | AID 504651 | potentiation, % at 10 µM | HEK293 TREx D1 cells, calcium flux, dopamine EC20 potentiation | hit rate 0.036% among 360,000; in the data active = potentiation above about 30%; also: 0% is about no effect
Vif-APOBEC3F blk: Vif-A3F binding inhibition; HeLa A3F-eYFP + Vif (tagged APOBEC3F with the HIV-1 protein that degrades it), YFP fluorescence increase; Potency, µM (highest dose often 46.1 µM), inactives show at the top dose activity, negative = active; hit rate 0.2% among 390,000; also: potency is read from the fitted curve at half-maximal effect; % of control where 0% means no effect; nearly all actives have a fitted effect of over 65% in size
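Fluorescence increase (Ex 488/Em 500-530) after overnight compound treatment at 37 deg C flags inhibition of Vif-driven A3F-eYFP loss in stable HeLa A3F-eYFP/Vif cells seeded overnight beforehand.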
D2 PAM: positive allosteric modulators of human D2 dopamine receptor; P14416; HEK293 T-REx D2, calcium flux, EC20 dopamine potentiation; potentiation, % at 10 µM; hit rate 0.34% among 340,000; AID 485347;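 active = potentiation over 3 SD above the plate norm, cut at about 30% in these data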; also: 0% is about no effect
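Potentiation of an EC20 dopamine calcium response is measured in a force-coupled, tetracycline-inducible Hek293 Trex D2 line. Compound-only kinetic reads over 180 s flag agonists before dopamine addition.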
GRP78 ERSR act: induces the endoplasmic reticulum stress response in human glioma cells. U87-MG GRP78 promoter luciferase reporter, 16 h. Potency, µM, for inactives: at the top dose activation, actives largely listed as activators. hit rate 0.02% among 420,000. AID 602332; also: potency is read from the fitted curve at half-maximal effect; series mostly up to about 76 µM; % of control where 0% means no effect; nearly all actives have a fitted effect of over 35% in size
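Stably transfected U87-MG human glioma cells carrying a GRP78-based luminescent sensor were seeded at 1000 cells/well, pin-dosed with compounds and incubated 16 h. Luciferase reagent was then added, and end-point luminescence was read after 10 min at room temperature.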
* hit, by the source's call; ? = inconclusive; / = not tested or not shown. Unless noted, calls follow the shape of the dose curve; as a rule, active = well fitted curve in the direction sought with a large enough effect; inconclusive = small, poorly fitted or top-dose-only effect, or another doubt; inactive = no such curve, though single readings can be large; an effect the other way counts as inactive or inconclusive. The list is partial (hit frequency here may not be typical).

Values run as follows: D1 potentiator	Vif-APOBEC3G blk	Vif-APOBEC3F blk	D1 antagonist	D1 ag	D2 PAM	RXFP1 ag	GRP78 ERSR act	LDHA inh
- Cc1nc(SCC(=O)NCCc2ccccc2)c2c(=O)n(C)c(=O)n(C)c2n1
    0.1	2.1%	2.1%	22.9	0.3	-3.7	?	-3.9%	-1.5
- O=C(CCCOc1ccc(Cl)cc1Cl)N/N=C/c1cccc([N+](=O)[O-])c1
    -6.2	2.6%	-7.5%	-1.2	1.9	/	0.2%	-3.8%	-1.4
- CC1=C(C(=O)OC2CCCC(C)C2)C(c2ccccc2)NC(=O)N1 (centres undefined)
    0.5	2.2%	5.7%	4.4	-1.1	0.4	-0.3%	-2.4%	0.2
- C[C@@H](NC(=O)c1[nH]cnc1C(=O)Nc1ccc(Cl)cc1)c1ccccc1
    -3.4	-22.1%	6.9%	/	3.9	10.8	0.7%	3.2%	-9.8
- COc1ccc(-c2nc3ccccc3n3c(-c4ccc(OC)cc4)c4c(=O)n(C)c(=O)n(C)c4c23)cc1
    -3.7	-3.3%	0.8%	-12.9	1.0	6.6	1.3%	-2.7%	-1.3
- CC1CCCN(C(=O)CSc2ncccn2)C1 (centres undefined)
    2.6	-4.5%	-27.5%	6.1	-2.7	-2.8	2.6%	1.8%	-4.0
- O=C(CSc1nccn1Cc1ccc(F)cc1)NCc1ccco1
    -4.7	-3.2%	-1.2%	-6.6	0.6	-6.2	1.0%	-3.4%	-0.6
- O=c1[nH]c(/C=C/c2ccccc2F)nc2ccccc12
    -8.2	?	-8.3%	-5.9	-0.3	-0.5	4.0%	-1.4%	-2.8
- O=C1CCC[C@@H]2[C@H]3CCC[N+]4([O-])CCC[C@@H](CN12)[C@@H]34 (some centres undefined)
    10.6	0.5%	-26.2%	4.4	-0.7	0.3	-4.1%	-5.4%	-10.2
- CSc1ncc(Cl)c(C(=O)Nc2cccc(C)c2)n1
    4.9	-3.2%	-0.3%	5.8	1.4	-11.2	-1.7%	-2.2%	4.4
- COc1ccccc1/C=C\C=N\NC(=O)CCn1nnc2ccccc21
    -5.0	-13.0%	0.2%	12.8	1.0	-7.3	1.5%	2.4%	-8.8
- COc1ccc(N(C(=O)c2cccc(C)c2)S(=O)(=O)c2ccc(C)cc2)cc1
    0.5	-9.8%	2.0%	7.0	1.0	-7.8	2.4%	-2.4%	-0.7
- Cc1cccc(NCC(=O)c2c(N)n(C)c(=O)n(C)c2=O)c1C
    3.4	0.8%	-0.3%	-9.5	0.6	-0.3	?	-4.1%	-1.0
- CC1=C(C)CC(C(=O)N2CCN(Cc3ccc4c(c3)OCO4)CC2)C(C(=O)O)C1 (centres undefined)
    0.0	1.2%	3.0%	2.9	2.5	0.7	1.5%	-3.2%	1.4
- O=C(CS(=O)(=O)c1nc(-c2ccc(Cl)cc2)cn1-c1ccccc1)Nc1cccc(Cl)c1
    0.1	-7.9%	-1.4%	-3.3	4.0	8.3	-0.9%	1.6%	-6.5
- CCN(CCn1cccn1)C(=O)c1cc(COc2cccc3cccnc23)on1
    4.2	-5.0%	8.3%	-5.7	0.5	14.2	-2.2%	-0.5%	-3.7
- O=C(c1ccsc1)N1CCCC(Nc2cccc(F)c2)C1 (centres undefined)
    -4.0	1.2%	-5.2%	-21.8	0.6	3.0	-0.9%	-0.9%	-0.8
- Cc1nnc(SCc2cc(=O)n3[nH]cnc3n2)s1
    -2.5	3.2%	2.9%	-4.1	2.2	-1.0	4.9%	-6.1%	-6.6
- Cc1cc(C)c(OCC(O)CN2CCN(c3ccccn3)CC2)c(C)c1 (centres undefined)
    -13.5	-3.9%	2.1%	-8.4	3.9	-25.9	0.2%	0.0%	-0.3
- COC(=O)c1nn(-c2ccccc2)c(Sc2ccccc2)c1/C=N/O
    -9.0	0.6%	-3.3%	-14.3	-0.2	0.7	1.9%	-0.3%	0.9
- CC1CN(C2CCN(C(=O)c3ccccc3)CC2)CC(C)O1 (centres undefined)
    -1.1	0.9%	1.2%	-31.2*	1.0	-1.3	-0.8%	1.3%	-19.1
- CC1CCN(CCCNC(=O)CCCNC(=O)Cn2cnc3sc4c(c3c2=O)CCCC4)CC1
    -2.2	1.7%	-1.3%	/	-2.4	8.1	9.4%	-5.4%	1.4
- COc1cc(NC(=S)NC(=O)c2ccccc2F)ccc1NC(=O)c1ccco1
    -1.9	2.1%	2.5%	3.3	5.0	2.8	-0.6%	-4.1%	-12.6
- CC[C@@H](C)[C@@H]1CN([C@@H](CN2CCC[C@H]2CN2C(N)=NC[C@H]2CC(C)C)C(C)C)C(=N)N1CCc1ccc(Cl)c(Cl)c1
    /	3.5%	5.1%	/	/	/	/	-2.6%	-3.2
- Cc1cccc(NC(=O)CCc2c(C)nn(-c3ccc(N4CCCCC4)nn3)c2C)c1
    -5.8	-1.3%	0.4%	-11.3	-0.7	-0.9	6.0%	0.1%	0.3
- COc1ccc(Cl)cc1NC(=S)Nc1ccc(Cl)cn1
    -3.7	-0.2%	-0.6%	3.1	3.6	-2.9	8.9%	1.3%	-0.2
- C[C@H](CO)N1C[C@H](C)[C@H](CN(C)C(=O)Nc2ccc(N3CCN(C)CC3)cc2)OCc2cnnn2CCCC1=O
    /	-1.3%	4.8%	/	/	/	/	2.6%	-3.6
- Cc1cccc(C)c1NC(=O)CN(C)C(=O)C(c1ccccc1)c1ccccc1
    4.8	-0.9%	3.3%	7.5	1.9	13.1	4.4%	-7.1%	-10.8
- CCOc1ccccc1NC1(c2ccccc2)C(=O)c2ccccc2C1=O
    -4.2	0.0%	1.9%	-25.4	-0.3	4.6	-3.0%	-1.1%	-4.9
- O=C(N/N=C/c1ccc2nccnc2c1)c1ccncc1
    -2.1	-5.1%	-7.1%	-3.6	4.3	14.9	18.1%	-0.7%	-2.7

Grouped by structure, those above containing a thiophene ring, fused or not
Values run as follows: D1 potentiator	Vif-APOBEC3G blk	Vif-APOBEC3F blk	D1 antagonist	D1 ag	D2 PAM	RXFP1 ag	GRP78 ERSR act	LDHA inh
- O=C(c1ccsc1)N1CCCC(Nc2cccc(F)c2)C1 (centres undefined)
    -4.0	1.2%	-5.2%	-21.8	0.6	3.0	-0.9%	-0.9%	-0.8
- CC1CCN(CCCNC(=O)CCCNC(=O)Cn2cnc3sc4c(c3c2=O)CCCC4)CC1
    -2.2	1.7%	-1.3%	/	-2.4	8.1	9.4%	-5.4%	1.4

Next section:
Values run as follows: D1 potentiator	Vif-APOBEC3G blk	Vif-APOBEC3F blk	D1 antagonist	D1 ag	D2 PAM	RXFP1 ag	GRP78 ERSR act	LDHA inh
- CN(C)S(=O)(=O)c1cccc(NC(=O)c2cccc(S(=O)(=O)N3CCCCCC3)c2)c1
    -0.7	4.1%	-5.1%	-3.8	1.5	/	-1.1%	-1.2%	-8.4
- CC1CCN(CCc2nc3cc(NC(=O)NC4CCCCC4)ccc3n2C)CC1
    -8.8	1.6%	-6.0%	0.9	0.4	-26.7	0.2%	-2.1%	-1.5
- CCCC(C(=O)N1CCOCC1)N1C(=O)C2C3C=CC(C3)C2C1=O (centres undefined)
    -2.2	5.0%	-7.6%	-12.8	3.0	-2.0	5.5%	-1.6%	2.6
- CCOC(=O)N1CCN(C(=S)Nc2ccc(C)cc2)CC1
    -4.6	0.7%	-3.8%	-4.3	1.6	-6.6	0.4%	-1.3%	-7.9
- O=C(c1ccc(F)cc1F)N1CCN(c2n[nH]c(=O)[nH]c2=O)CC1
    -0.9	-0.8%	-13.0%	25.0	3.1	21.0	1.4%	-2.1%	-9.0
- O=C(O)CC(c1ccc(Br)cc1)N1Cc2ccccc2C1=O (centres undefined)
    3.3	0.9%	-1.5%	5.2	5.1	1.3	0.3%	-0.8%	-9.2
- CCN1CCN(CC(=O)N2N=C(c3ccc(OC)cc3)CC2c2ccc(OC)cc2)C(=O)C1=O (centres undefined)
    3.5	1.8%	2.1%	4.3	3.9	2.0	7.2%	-4.0%	-6.3
- COc1ccc(NC2CC(=O)N(c3cccc([N+](=O)[O-])c3)C2=O)cc1 (centres undefined)
    3.0	-0.1%	-7.0%	-5.2	-1.5	/	-1.7%	-3.2%	-4.0
- c1nnc(NCNc2nncs2)s1
    /	4.5%	2.5%	/	/	/	/	-1.6%	-10.1
- Cc1nc2ccc(S(=O)(=O)CCC(=O)Nc3ccc(Cl)cc3)cc2s1
    -1.2	/	/	-23.7	2.8	-2.0	-0.1%	/	-4.1
- COc1cccc(CN(C)Cc2nc(C3CC3)no2)c1
    4.5	0.4%	-2.1%	0.1	2.4	2.8	-0.4%	-1.7%	-11.3
- Cc1cc(C(=O)OCC(=O)Nc2c(Cl)cccc2C(F)(F)F)c(C)o1
    -1.6	-0.5%	9.7%	21.6	-0.7	/	-0.5%	-5.2%	-2.9
- CN(C)S(=O)(=O)c1ccc(Cl)c(C(=O)OCC(=O)NC(=O)NC2CCCC2)c1
    -9.2	2.0%	-1.5%	12.0	4.2	0.4	2.4%	-2.8%	-2.2
- CCCc1cc(NCc2ccccn2)n2c(nc3ccccc32)c1C#N
    2.5	0.8%	5.6%	14.4	0.3	-0.1	11.3%	-1.8%	-6.1
- O=C(Cc1ccc(F)cc1)NCc1nc2cccnc2n1Cc1ccc(F)cc1
    -1.9	-3.6%	-0.1%	-0.8	0.4	-2.3	-1.3%	-2.4%	2.8
- COc1cc(OC)c(C(=O)NNC(=S)NC2CCCCC2)cc1OC
    -1.4	-0.8%	3.0%	1.9	1.3	-1.0	4.5%	-7.4%	-2.1
- OC1(c2ccccc2)c2ccccc2-c2ncccc21 (centres undefined)
    1.6	1.2%	7.1%	5.2	1.2	8.1	3.3%	-2.5%	-0.4
- CNCc1ccccc1Sc1cccc2ccccc12
    -9.8	-5.0%	8.5%	-19.2	59.5*	-6.9	3.0%	-1.5%	-12.3
- O=C1NC(=O)/C(=C\c2ccccc2Oc2ccc(F)c(F)c2)S1
    -1.8	?	-7.5%	-34.3*	7.8	-0.7	2.0%	-5.5%	-0.8
